Source: PubChem BioAssay (National Center for Advancing Translational Sciences (NCATS))
SNCA viab count – cell viability loss counter-screen; Potency, µM (highest dose often 57.1 µM), without a hit: at the highest dose activity change, negative = cytotoxicity, usual class: cytotoxic; AID 1671193; HEK-293-SNCA-luc viability, GF-AFC fluorescence, 24 h; actives 0.12% (n = 150,000);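 also: potency is read from the fitted curve at half-maximal effect; 0% = DMSO-treated cells and -100% = medium-only wells without cells; nearly all actives have a fitted effect of over 30% in size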
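HEK-293-SNCA-luc cells (1500/well) plated 24 h, then exposed 24 h to a dilution series; GF-AFC added 30 min at 37C, fluorescence 405/540 nm; normalised to medium-only and DMSO wells, Hill fit.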
GPT2 inhibitor – blocks human glutamate pyruvate transaminase 2; AID 1671188; actives 0.25% (n = 100,000); Potency, µM (series often up to 57.7 µM), inactives show at the top dose activity change, negative = inhibition, actives largely listed as inhibitors; Q8TD30; Recombinant GPT2, coupled pyruvate oxidase/HRP Amplex Red fluorescence; also: potency is read from the fitted curve at half-maximal effect; nearly all actives have a fitted effect of over 60% in size; many of its hits are not listed in these tables
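Fluorescence of coupled pyruvate oxidase/HRP/Amplex Red system (50uM Amplex, 30 min, dark) reports pyruvate formed by GPT2. Enzyme reaction: 10ng/uL GPT2, 2mM L-alanine, 250uM a-KG, 30 min room temperature, pH 7.5; 50uM AOA control.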
NIH3T3 tox – kills NIH 3T3 cells | NIH 3T3 viability, CellTiter-Glo ATP luminescence, 48-72 h | Potency, µM (series often up to 96.7 µM), without a hit: at the top dose activity change, negative = cytotoxicity, hits mostly inhibitors | actives 4.3% (n = 94,000) | AID 1345082; also: potency is read from the fitted curve at half-maximal effect; nearly all actives have a fitted effect of over 55% in size
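Viability of NIH 3T3 cells after 48 or 72 hr compound treatment at 37 °C was assessed by CellTiter-Glo, with luminescence imaged following a 10 min room-temperature step.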
IP6K1 inh – inhibitors of human IP6K1; IP6K1 kinase, ADP-Glo luminescence, 2 h; stronger effect = lower value; AID 1645851; Q92551; actives 0.81% (n = 140,000); activity change, % (series mostly up to about 58 µM); in the data active = activity change below about -25%
Target sequence (Q92551 whole entry, looked up): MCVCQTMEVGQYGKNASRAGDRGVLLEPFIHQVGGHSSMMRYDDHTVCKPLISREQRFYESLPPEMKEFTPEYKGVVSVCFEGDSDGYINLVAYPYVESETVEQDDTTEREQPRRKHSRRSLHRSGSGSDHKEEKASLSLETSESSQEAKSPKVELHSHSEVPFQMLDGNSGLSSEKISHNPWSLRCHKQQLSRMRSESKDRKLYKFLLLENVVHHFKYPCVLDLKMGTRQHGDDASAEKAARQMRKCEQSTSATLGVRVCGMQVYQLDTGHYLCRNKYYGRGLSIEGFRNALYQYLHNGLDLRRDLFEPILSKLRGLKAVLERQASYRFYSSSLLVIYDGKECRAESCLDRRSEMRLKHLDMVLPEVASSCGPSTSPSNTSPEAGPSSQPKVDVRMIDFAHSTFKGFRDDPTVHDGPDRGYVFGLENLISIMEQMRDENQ
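ADP-Glo luminescence measures ADP made by human IP6K1 during a 2 h RT reaction with ATP/IP6 (mix at 1.3 mM/130 uM); top library doses 57.5 and 19.1 uM final.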
SNCA expr inhib – inhibitors of alpha-synuclein (SNCA) gene expression; actives 0.17% (n = 140,000); HEK-293 SNCA-luciferase knock-in, luminescence, 24 h; Potency, µM (doses to about 57.2 µM), inactives show at the highest dose activity change, negative = inhibition, most hits filed as inhibitors;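 also: potency is read from the fitted curve at half-maximal effect; plate controls were DMSO cells for no effect and cell-free wells for full effect; nearly all actives have a fitted effect of over 45% in size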
HEK293 tox – HEK 293 cell cytotoxicity; HEK 293 viability, ATP luminescence (CellTiter-Glo), 48-72 h; Potency, µM (highest dose often 115 µM), for the others: at the highest dose activity change, negative = cytotoxicity, hits mostly inhibitors; actives 6.6% (n = 94,000); AID 1345083; also: potency is read from the fitted curve at half-maximal effect; nearly all actives have a fitted effect of over 60% in size
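CellTiter-Glo luminescence (cellular ATP) was read after 48 or 72 hr of compound exposure at 37 degree Celsius. Cells were HEK 293 plated at 250 cells/well.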
Luciferase inh – blocks purified firefly luciferase enzyme activity. actives 2.5% (n = 76,000). AID 1347043. purified P. pyralis luciferase, luminescence, biochemical. Potency, µM (highest dose often 115 µM), for the others: at the top dose activity change, negative = inhibition, most hits filed as inhibitors; also: potency is read from the fitted curve at half-maximal effect; nearly all actives have a fitted effect of over 65% in size
Target sequence (P08659 whole entry, looked up): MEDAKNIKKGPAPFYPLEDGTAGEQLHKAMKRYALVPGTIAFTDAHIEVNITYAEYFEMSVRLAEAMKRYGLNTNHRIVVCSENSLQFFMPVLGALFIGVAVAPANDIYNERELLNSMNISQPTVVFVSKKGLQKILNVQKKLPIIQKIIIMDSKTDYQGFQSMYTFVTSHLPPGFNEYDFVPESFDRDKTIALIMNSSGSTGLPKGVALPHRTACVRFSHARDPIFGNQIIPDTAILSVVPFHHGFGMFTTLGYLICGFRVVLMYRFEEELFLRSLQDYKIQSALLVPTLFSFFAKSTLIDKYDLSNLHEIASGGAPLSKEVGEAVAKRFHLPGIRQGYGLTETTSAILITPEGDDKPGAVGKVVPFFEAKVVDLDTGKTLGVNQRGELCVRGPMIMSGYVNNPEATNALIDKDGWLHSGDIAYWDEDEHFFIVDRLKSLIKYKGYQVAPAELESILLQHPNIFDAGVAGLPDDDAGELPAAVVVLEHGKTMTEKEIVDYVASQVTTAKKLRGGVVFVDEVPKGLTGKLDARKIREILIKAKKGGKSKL
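Luminescence read by CCD imaging after purified firefly luciferase (10nM final) was added to substrate buffer holding 10uM D-luciferin and 10uM ATP, pH 7.5, pre-dosed with compound.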
The depositor's hits bear a star; i = inactive; ? = inconclusive; nt = no result given; & = joins results of further samples; [ ] = remark or other dose. Unless noted, calls follow the shape of the dose curve; as a rule, active = well fitted curve in the direction sought with a large enough effect; inconclusive = small, poorly fitted or top-dose-only effect, or another doubt; inactive = no such curve, though single readings can be large; an effect the other way counts as inactive or inconclusive. Unless noted, % is scaled to controls: 0 for no effect and ±100 for the full control effect. This is a subset; count on the stated rates, not on these rows.

SMILES	SNCA viab count	GPT2 inhibitor	NIH3T3 tox	IP6K1 inh	SNCA expr inhib	HEK293 tox	Luciferase inh
OC[C@]1(O)OC[C@@H](O)[C@H](O)[C@@H]1O	-8%[23.9 µM]	1%	nt	27	-39%[25.6 µM]	nt	nt
Cn1cccc1-c1noc(C2CCN(C(=O)CCc3ccccc3)CC2)n1	-3%	-8%	?	18	-4%	?	nt
COc1ccc(-c2nc(C(C)C)nc3c2CCN(C(=O)c2ccc(Cl)nc2)CC3)cc1	-8%&-14%	-6%	?	22&9	-2%&4%	?	2%&-8%
CN(C)c1nc(-c2ccncc2)nc2c1CCN(C(=O)c1ccn[nH]1)C2	2%	-4%	-1%	8	1%	-10%	-1%
O=C(N[C@H]1CCN2C(=O)N(c3ccc(F)c(Cl)c3)C(=O)[C@@H]2C1)c1ccncc1	0%[87.6 µM]	i	-19%[174 µM]	4	0%[87.6 µM]	-14%[172 µM]	15%[172 µM]
CCCN(CCC)CCNC(=O)Cn1ncc2c([nH]c3ccc(C)cc32)c1=O	5%	nt	nt	32	-1%	nt	nt
COc1ccc([C@H]2C[C@@H](O)[C@@H](O)[C@@H]2NC(=O)c2ccccc2OC)cc1	-14%[87.6 µM]	-1%[88.5 µM]	-15%[174 µM]	-3	-8%[87.6 µM]	?	0%[172 µM]
CC(C)C(=O)NCCc1noc(Cc2ccccc2)n1	-8%[12.5 µM]	i	-5%	5	0%	28%	-8%
CC(=O)Nc1ccc(CN2CCN(c3cc(Cl)ncn3)C(=O)C2)cc1	2%	i	35µM*	28	-3%	10µM*	-3%
O=C(NCc1ccccc1)c1ccc(CSc2nc3cccnc3n2Cc2cccc(F)c2)cc1	-22%	nt	nt	-16	-8%	nt	nt
Cc1noc([C@@H]2CN(C(=O)c3ocnc3C)C[C@H]2COCC2CC2)n1	2%	i	-3%	-13	-12%	-13%	-1%
CC(C)COc1cc(=O)n2c(c1C(=O)N1CCOCC1)CCCCC2	0%	i	?	4	46%[activator]	4%	10%
CNC(=O)[C@@H](C1CC1)N1CCC[C@H]1C(=O)N1CCOCC1	4%[87.6 µM]	4%[88.5 µM]	i	3	-23%[87.6 µM]	i	-3%[172 µM]
COCc1cc(C[C@H]2CNCC[C@H]2CC(=O)NCc2cccs2)no1	-7%[87.6 µM]	0%[88.5 µM]	1%[174 µM]	1	-4%[87.6 µM]	2%[172 µM]	0%[172 µM]
COc1cccc(-c2nc(SCC(=O)NC3CCCC3)c(-c3ccc(C)cc3)[nH]2)c1	-11%	nt	nt	5	-11%	nt	nt
CCCNC(=O)C1CCc2sc(C(=O)N(C)C)cc2C1 (stereo not given)	5%	-2%	-3%	35	12%	0%	1%
COc1cccc(CC(=O)NCC(=O)N2CCCCCCNC(=O)CC2c2ccccc2)c1 (stereo not given)	-5%	-11%	i	7	-8%	i	-2%
O=C(CC1CCc2ccccc21)N1CCCN(c2ncccn2)CC1 (stereo not given)	-5%	2%	2%	5	4%	3%	3%
O=C(c1cccnc1)N1CCCN(c2ccc3nnc(-c4ccccc4)n3n2)CC1	nt	nt	-27%	12	nt	-24%	nt
Cc1cccc(CC(=O)N2CCC(Cc3nc(-c4ccccc4)no3)CC2)c1	-13%	i	?	-5	-26%	?	4%
O=C(c1ccc([N+](=O)[O-])cc1)N1c2ncnn2C2(CCCCC2)[C@@H]2CCCC[C@@H]21	1%	nt	nt	-12	12%	nt	nt
Cn1cnc(S(=O)(=O)N2CCc3nnc(C4CC4)n3CC2)c1	-1%	i	-5%	-11	-2%	-1%	0%
CCCC1=Nc2cc(C(=O)NC3CCCC3)ccc2Sc2ccc(C)cc21	-15%	nt	nt	20	-29%	nt	nt
CCOC(=O)c1noc2ncnc(N3CCC(C)CC3)c12	2%	nt	nt	0	0%	nt	nt
COc1cccc(NC(=O)[C@@H]2C[C@@H](c3cccc(C(F)(F)F)c3)N(Cc3cnn(C)c3)C2)c1	-16%	-6%	?	-9	?	?	-5%

A few values from the entries so far.
GPT2 inhibitor result of COc1cccc(CC(=O)NCC(=O)N2CCCCCCNC(=O)CC2c2ccccc2)c1 (stereo not given) stands at -11%
HEK293 tox result of CC(=O)Nc1ccc(CN2CCN(c3cc(Cl)ncn3)C(=O)C2)cc1 stands at 10µM*
GPT2 inhibitor result of Cn1cccc1-c1noc(C2CCN(C(=O)CCc3ccccc3)CC2)n1 stands at -8%
GPT2 inhibitor result of CNC(=O)[C@@H](C1CC1)N1CCC[C@H]1C(=O)N1CCOCC1 stands at 4%[88.5 µM]

Continuation:
SMILES	SNCA viab count	GPT2 inhibitor	NIH3T3 tox	IP6K1 inh	SNCA expr inhib	HEK293 tox	Luciferase inh
COc1cccc(CNC(=O)C2CCC(CNS(=O)(=O)c3ccc(Br)s3)CC2)c1 (stereo not given)	-14%	nt	nt	29	?	nt	nt
Nc1nc(CCCNC(=O)C2NCCc3[nH]cnc32)cs1 (stereo not given)	-1%	i	i	-11	12%	i	-7%
Cc1c(CN(C)C(=O)/C=C/c2cnc3c(c2)CCC(=O)N3)oc2ccccc12	-4%	-2%	nt	-4	nt	nt	nt
CN1c2cc(C(=O)NCc3ccc(OC(F)(F)F)cc3)ccc2C(=O)N2CCCCC21 (stereo not given)	-9%[12.5 µM]	-9%	?	-4	-16%	?	-8%
COC(=O)c1ccc(NC(C)=O)cc1OC	-2%[23.9 µM]	i	nt	10	34%[25.6 µM]	nt	nt
CC1=C2C=C(CO)C(CO)CCC2(C)CCC1=O (stereo not given)	0%	i	nt	1	nt	nt	nt
CN(C)c1ccc(C(=O)N2CCN(C(=O)NC3CCCCC3)[C@H](C(=O)N[C@@H](CC3CCCCC3)C(N)=O)C2)cc1	-20%	1%	-7%	0	4%	-2%	0%
CC(C)n1nc(OC(C)(C)C(=O)Nc2ccccc2)c2cc(CN3CCOCC3)ccc21	-20%[87.6 µM]	-15%[88.5 µM]	?	-11	-10%[87.6 µM]	?	-2%[172 µM]
COCC(=O)NC1CCC12CCN(C(=O)Nc1ccc3c(c1)OCCO3)CC2 (stereo not given)	-2%	0%	?	-12	117%[activator]	-23%	45µM*
CN(C)CCNC(=O)Cc1c[nH]c2ncc(-c3ccccc3)cc12	2%[87.6 µM]	-28%[88.5 µM]	?	-10	5%[87.6 µM]	112µM*	-1%[172 µM]
CC(=O)Nc1ccc(S(=O)(=O)N[C@H]2CO[C@H]3[C@@H]2OC[C@H]3OC(=O)Nc2cccc3ccccc23)cc1	1%	-5%	?	-1	?	-20%	4%
CNC(=O)Nc1ccc(C)n(CC(=O)NCc2cccc(C)c2)c1=O	1%	i	i	-6	6%	7%	-19%
CCOc1ccc(-n2c(CCC(=O)O)ccc2-c2ccc(Br)cc2)cc1	8%	nt	nt	9	14%	nt	nt
O=C1NC2(CCCN(C(=O)c3ccc4c(c3)OCO4)C2)Oc2ccccc21 (stereo not given)	-3%	i	-22%	30	53%[activator]	-21%	-4%
CNC(=O)[C@@H]1C[C@H](n2cc(CNC(=O)Nc3cc(F)ccc3F)nn2)CN1	4%	i	-3%	15	-23%	-12%	-2%
CCN(CC)S(=O)(=O)c1ccc2c(c1)N(CC(=O)N1CCN(c3cccc(C)c3)C(C)C1)C(=O)CO2 (stereo not given)	?	nt	nt	-11	-11%	nt	nt
COc1ccccc1-n1c(=O)c(C(=O)N2CCC(c3ccccc3)CC2)nc2cccnc21	-9%	i	-3%	-15	11%	i	nt
COCC1CN(C2CCC2)CC12CCN(C(=O)Cc1ccc(OC)cc1)CC2 (stereo not given)	-10%	i	?	-7	-22%	?	6%
CCOC(=O)C1=C(C)N=C2SC=C(CC(=O)N(C)CC)N2C1c1cccc([N+](=O)[O-])c1 (stereo not given)	-15%	i	-16%	0	-7%	?	-2%
CCc1ccccc1N(CC)C(=O)c1c(C)oc2ncn(C)c(=O)c12	0%	nt	nt	20	11%	nt	nt
CC1CCCN(S(=O)(=O)c2cc(C(=O)NCCc3ccccc3)n(C)c2)C1 (stereo not given)	1%	nt	nt	12	6%	nt	nt
COCCNC(=O)c1ccc(-n2c(-c3ccccc3)cc3c2CCCCC3)cc1	-11%	nt	nt	19	16%	nt	nt
Cc1ccccc1OCc1nc2c3cnn(-c4ccccc4F)c3ncn2n1	0%	nt	nt	-1	83%[activator]	nt	nt
CCCc1c(C(=O)OCC)nnc2c(-c3ccccc3)c(C)nn12	2%	nt	nt	-1	16%	nt	nt
O=C1C(Cc2ccc(O)cc2)N2C(=O)CCN(C(=O)NCc3ccccc3)C2CN1Cc1cccc2ccccc12 (stereo not given)	?	1%	nt	-5	nt	nt	nt

Random excerpt: two compounds from above.
SMILES	SNCA viab count	GPT2 inhibitor	NIH3T3 tox	IP6K1 inh	SNCA expr inhib	HEK293 tox	Luciferase inh
Cc1ccccc1OCc1nc2c3cnn(-c4ccccc4F)c3ncn2n1	0%	nt	nt	-1	83%[activator]	nt	nt
CCOC(=O)C1=C(C)N=C2SC=C(CC(=O)N(C)CC)N2C1c1cccc([N+](=O)[O-])c1 (stereo not given)	-15%	i	-16%	0	-7%	?	-2%

Following part:
SMILES	SNCA viab count	GPT2 inhibitor	NIH3T3 tox	IP6K1 inh	SNCA expr inhib	HEK293 tox	Luciferase inh
CC(=O)N[C@@H]1CN(S(=O)(=O)c2sccc2C)C[C@H]1c1ccc(C)o1	-3%	-18%	-13%	18	-1%	-4%	-1%
COc1ccc(Cn2c(SCC(=O)NCc3ccc(Cl)cc3)nc3ccsc3c2=O)cc1	4%	nt	nt	1	-4%	nt	nt
CN1CC(=O)N(c2ccccc2F)Cc2c(NC3CCCC3)ncnc21	11%[87.6 µM]	?	?	4	-18%[87.6 µM]	?	4%[172 µM]
COCCn1nc2n(c1=O)CCN(S(=O)(=O)c1ccc(Cl)s1)CC2	-2%	i	-5%	-6	5%	7%	6%
CN(Cc1cccc(-c2nn[nH]n2)c1)C(=O)c1ccc(C2CCCNC2)cc1 (stereo not given)	1%	-23%	0%	5	-14%	i	-9%
Cc1ccc(C)c(N2CCN(S(=O)(=O)c3ccc4oc(=O)c5ncn(C)c5c4c3)CC2)c1	-3%	nt	nt	-8	6%	nt	nt
Cc1onc(C(=O)N2CCN(C(c3ccc(Cl)cc3)c3ccc(Cl)cc3)CC2)c1[N+](=O)[O-]	?	-19%	nt	13	nt	nt	nt

Single records, as listed above.
COCCn1nc2n(c1=O)CCN(S(=O)(=O)c1ccc(Cl)s1)CC2 in the list: SNCA viab count: -2%; GPT2 inhibitor: i; NIH3T3 tox: -5%; IP6K1 inh: -6; SNCA expr inhib: 5%; HEK293 tox: 7%; Luciferase inh: 6%
CN1CC(=O)N(c2ccccc2F)Cc2c(NC3CCCC3)ncnc21 in the list: SNCA viab count: 11%[87.6 µM]; GPT2 inhibitor: ?; NIH3T3 tox: ?; IP6K1 inh: 4; SNCA expr inhib: -18%[87.6 µM]; HEK293 tox: ?; Luciferase inh: 4%[172 µM]
